WT yeast gro inh = growth inhibition of WT yeast, mitochondrial fusion screen | mitochondrial fusion phenotypic screen, WT strain | inhibition, % at 10 µM | 190,000 tested, 2.1% active | AID 1362; in the data active means inhibition above about 58%; tested in S. cerevisiae
Dynein cargo inh = blocks dynein driven cargo transport along microtubules. 3617.4 mouse cells, GR-EGFP nuclear translocation imaging; test concentration mostly 20 µM; stimulated with dexamethasone, 1 µM; hits give low values. z-score, hits read low. 220,000 tested, 0.47% active. AID 1381;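 active means plate z-score of nuclear minus cytoplasmic receptor signal below a set negative limit, without overly bright fluorescence or cell loss, cut at about -3.5 in these data, passing the limit was not always enough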;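 further: z-score of nuclear minus cytoplasmic ring GR-EGFP intensity difference per well; some compounds called inactive have numbers as strong as hits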
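Buffer or medium: Induction medium lacking tetracycline, stripped serum | Also added: Dexamethasone agonist, 1.0 µM final, for 30 min | Timing: 48 h induction, 1 h compound, 30 min dex at 37 °C | Detection: Formaldehyde fixation, Hoechst nuclear stain, 10x automated fluorescence imaging | Measure: Nuclear versus cytoplasmic GR-EGFP signal, averaged per well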
HIV peptide binding = inhibitors of HIV fusion peptide binding, primary screen, biochemical, uHTS, fluorescence dequenching (AID 1986). cell-free peptide binding, fluorescence dequenching, 30 min; higher % means a stronger effect. one-dose inhibition, % at 20 µM; IC50 in µM for titrated hits. 290,000 tested, 0.3% active; in the data active means inhibition mostly above about 52%, no sharp cut-off; inactive means mostly below about 76%; further: some results filed as inactive read as strong as hits
AID2073 = disruptors of CaV2.2 binding to Mint1 – biochemical, HTRF (AID 2073); 290,000 tested, 0.19% active; inhibition, % at 20 µM; hits with a dose series show IC50 in µM; HTRF protein-protein interaction, Mint1-CaV2.2; higher % means a stronger effect; in the data active means inhibition mostly above about 51%, no sharp cut-off; inconclusive means no clear call, values can overlap the other calls; inactive means mostly below about 53%; further: some results filed as inactive read as strong as hits
MT stabilize HCS = stabilizes microtubules in HeLa cells; HeLa tubulin immunostaining HCS, 24 h; share of cells brighter than vehicle mean+2SD; % tubulin-high responders, % at 10 µM; 200,000 tested, 0.83% active;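 active means plate Z-score above 3 for both tubulin-high and condensed-nucleus cell shares, with cell loss under 80%, at 10 µM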;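 further: anti alpha tubulin signal scored within the nucleus-defined area of each cell; some results filed as inactive read as strong as hits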
Autophagy mod = alters autophagy in cells; AID 463193; calls only at 10 µM (by protocol); MEF GFP-LC3 puncta imaging; test concentration mostly 10 µM; 190,000 tested, 0.98% active;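 active means percentage of spot-positive cells more than 3 SD above its plate mean, without a fluorescence outlier flag or 80% toxicity; inconclusive means no clear call, values can overlap the other calls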;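 further: spot-positive cell cutoff set from DMSO-treated cells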
b-catenin transl = modulators of beta-catenin nuclear translocation. nuclear translocation activity, % at 5 µM. 190,000 tested, 0.3% active. HeLa beta-catenin nuclear translocation, immunofluorescence imaging;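 active means nuclear translocation activity above 50% at 5 µM, with a well cell count of 50 or more; inconclusive means wells under 50 cells across six images, flagged as toxic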;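 further: per-cell ratio of nuclear to cytoplasmic median beta-catenin stain intensity; plate controls were DMSO negative control for no effect and GSK-3 inhibitor IX positive control for full effect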
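test system = HeLa cells, endogenous beta-catenin | dosing = single 5 µM dose plus 0.02–20 µM confirmation series | times = compound treatment 24 h, 37°C, 5% CO2 | technique = beta-catenin immunofluorescence imaging with DAPI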
Yfh1-depleted yeast = enhancers of respiration in Yfh1-depleted yeast, dose response, Friedreich's ataxia, plus single-dose screen (AID 1465); fold induction at 50 µM, or EC50 in µM where a hit was titrated; 220,000 tested, 0.074% active; S. cerevisiae Yfh1-off respiration, WST-1 reduction, 72 h; higher fold induction means a stronger effect;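 active means fold induction of absorbance versus untreated yeast above a set limit, then at least 30% activation at any dose in follow-up; inconclusive means repeats straddling the limit, or above it without dose testing; inactive means fold induction below the set limit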;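 further: activators that raise dye reduction in frataxin-depleted yeast; strong numbers were not always called active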
Ins promoter up = MIN6 insulin promoter up-regulation | MIN6 insulin promoter-GFP reporter, high-content imaging; hits give high values | z-score at 5 µM | 190,000 tested, 0.3% active;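 active means z-score above 3 at 5 µM with at least 500 cells counted in the well; inconclusive means wells under 500 cells, flagged as cytotoxic or low count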
WT yeast gro inh mutant strain = also measured in WT yeast gro inh; calls as there; inhibition, %; mitochondrial fusion phenotypic screen, mutant strain inhibition
Dynein cargo inh cytoplasmic EGFP = further read-out of Dynein cargo inh, marked with its call; z-score; measured here: cytoplasmic GR-EGFP intensity; hits give high values
Dynein cargo inh nuclear GR-EGFP = also measured in Dynein cargo inh; calls as there; z-score; measured here: nuclear GR-EGFP intensity;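 lower value marks the stronger effect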
Dynein cargo inh cell count = second read-out of Dynein cargo inh, no call of its own (marks repeat the call); z-score; measured here: cell count per field
Ins promoter up cell count = further read-out of Ins promoter up, marked with its call; cell count; measured here: cytotoxicity, nuclei count;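 total cells summed across four imaged fields per well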
b-catenin transl cell count 5 µM = also measured in b-catenin transl; calls as there; cell count; measured here: cell count, cytotoxicity flag
MT stabilize HCS Hoechst-high % = recorded beside MT stabilize HCS, whose call it bears; % Hoechst-high responders; measured here: nuclear condensation Hoechst responders;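 share of cells brighter than vehicle mean plus two SD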
MT stabilize HCS cytotoxicity % = recorded beside MT stabilize HCS, whose call it bears; toxicity, %; measured here: cytotoxicity by cell density;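 0% = mean cell density of plate MIN control wells and 100% = no cells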
Autophagy mod cell loss 18 h = further read-out of Autophagy mod, marked with its call; toxicity, %; measured here: cell loss, nuclei count;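 cell loss after 18 h compound exposure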
Starred values were filed as active, the others as inactive; i = inactive; ? = inconclusive; · = not tested or not shown; + = active, no number.

SMILES	WT yeast gro inh	WT yeast gro inh mutant strain	Dynein cargo inh	Dynein cargo inh cytoplasmic EGFP	Dynein cargo inh nuclear GR-EGFP	Dynein cargo inh cell count	HIV peptide binding	AID2073	MT stabilize HCS	MT stabilize HCS Hoechst-high %	MT stabilize HCS cytotoxicity %	Autophagy mod	Autophagy mod cell loss 18 h	b-catenin transl	b-catenin transl cell count 5 µM	Yfh1-depleted yeast	Ins promoter up	Ins promoter up cell count
C=CCc1cc(C=O)cc(OC)c1OCc1c(Cl)cccc1Cl	6	-16	-0.64	-0.1	-0.51	0.79	9.1%	-6%	0.3	1.5	5.9	i	2	0.1	1304	i	-0.15	1501
O=C1c2ccc([N+](=O)[O-])cc2C(=O)N1c1ccc(Cl)cn1	-2	0	-0.69	-0.27	-0.094	0.66	1.3%	-4%	1.4	0.9	6.3	i	1	-1.0	970	i	-0.37	1424
COc1ccccc1N1CCN(S(=O)(=O)c2ccc(-n3cnnn3)c(C)c2)CC1	7	9	1.3	-0.3	0.3	-0.79	-1.6%	-1%	2.2	1.6	4.9	i	23	-1.2	911	i	-0.5	1330
COc1ccc(S(=O)(=O)Nc2nncs2)cc1	8	-10	-0.57	-0.27	-0.75	0.41	6.6%	-3%	2.7	1.8	6.3	i	1	-3.0	1187	i	0.52	1170
Cn1c(SCc2ccc(F)cc2)nnc1-c1cccs1	-8	-1	0.33	-0.39	0.53	-0.22	1.2%	5%	4.3	3.0	20	i	34	-4.2	1039	i	-0.98	1164
COc1cc(Br)c(C(C)NC(=O)c2cccc(Br)c2)cc1OC (stereo not drawn)	14	-35	2.5	-0.22	1.7	-1.2	-1.2%	-3%	1.5	1.9	12	i	-32	1.6	1376	i	-0.5	1371
CC(C)=C(NC(=O)c1ccccc1)C(=O)Nc1ccc(C(=O)O)cc1	·	·	-0.23	-0.23	-0.11	0.49	0.2%	-3%	·	·	·	·	·	0.3	1317	i	-0.39	1095
O=C(CSC1=NCCS1)Nc1ccc(S(=O)(=O)N2CCCCCC2)cc1	27	34	0.81	-0.17	0.28	-0.78	-2.5%	-2%	6.3	4.4	4.7	i	5	-5.9	1039	i	-0.3	1097
CN1CCN(C(=O)c2ccc(N(C)S(=O)(=O)c3cccs3)cc2)CC1	-16	3	-1.3	-0.37	-0.58	1.8	0.6%	-5%	1.7	1.2	9.1	i	-2	-2.6	1179	i	0.39	1241
CS(=O)(=O)n1nc(NCc2cccs2)nc1NCc1cccs1	-7	1	0.0016	-0.21	0.16	0.12	0.4%	-10%	7.4	1.9	3.6	i	6	-5.2	1182	i	-0.2	1625
COc1cc(/C=c2\s/c(=C\C(=O)C(C)(C)C)[nH]c2=O)cc(OC)c1OC	28	11	-0.62	-0.39	-0.17	2.8	2.6%	2%	4.1	1.0	12	i	3	-4.1	1044	i	-0.42	1473
Cc1nc(Nc2ccc(O)cc2)c2c3c(sc2n1)CCCC3	·	·	0.32	-0.24	-0.25	-0.31	-2.7%	2%	·	·	·	·	·	-3.6	1155	i	-0.48	1463
O=C(/C=C/c1ccccc1)Nc1cc(C(=O)O)cc(C(=O)O)c1	-16	-8	1.3	-0.25	0.2	-1.6	2.9%	4%	1.9	2.6	11	i	-1	-1.9	987	i	-0.74	1618
CCOC(=O)c1cnc(SCc2cccc(C)c2)nc1N	-1	15	-0.7	-0.2	-0.59	0.37	-0.5%	-4%	3.0	1.6	2.4	i	-4	-0.6	1090	i	0.12	1708
CC(C)(C)c1ccc(C(=O)NC(=S)Nc2sc3c(c2C#N)CCC3)cc1	-10	-16	1.2	-0.2	0.79	-1.2	1.0%	-27%	4.5	3.2	10	i	-8	3.6	969	i	2.9	1386
CC1CCc2c(cnc3ncnn23)C1 (stereo not drawn)	·	·	0.81	-0.82	0.089	-0.22	0.1%	2%	·	·	·	·	·	0.4	1420	i	-0.04	930
COc1cc(/C=N/NC(=O)CCc2c(C)n[nH]c2C)ccc1O	-7	-87	-0.28	-0.037	-0.33	0.62	0.1%	1%	1.2	1.3	2.4	i	-1	-15	1214	i	·	·
COc1ccc(N(CCCN2C(=O)c3cccc4cccc(c34)C2=O)C(=O)c2cccc(OC)c2)cc1	4	7	-0.49	-0.22	-0.26	0.49	-3.1%	6%	3.5	3.1	11	i	8	-0.4	1106	i	-1.4	1251
CCC(C)CN1CCC(CO)(Cc2ccccc2Cl)CC1 (stereo not drawn)	11	5	-0.56	-0.33	-0.78	0.82	0.5%	-5%	4.9	0.6	5.1	i	21	-0.5	1586	i	-0.06	1531
CNCc1ccccc1OCC(=O)Nc1ccccc1OC	9	22	0.4	-0.37	0.26	-0.33	-1.9%	-2%	3.0	1.4	9.9	i	3	·	·	i	0.3	859
COC(=O)CSc1nnc(-c2ccncc2)n1N	-17	-3	-0.19	-0.5	-0.021	0.02	1.2%	4%	4.8	2.0	0.7	i	7	-2.2	977	i	-0.56	1467
Oc1cccc(/C=N/Nc2cc(N3CCOCC3)nc(N3CCOCC3)n2)c1	-5	2	-0.57	-0.26	-0.54	1	-1.8%	-2%	3.5	4.3	2.4	i	-2	-1.8	910	i	0.07	1001
Cc1ccc2nc(/C(C#N)=C\c3ccc([N+](=O)[O-])o3)[nH]c2c1	4	7	14	21	19	0.1	4.5%	45%	62	3.6	31	+	71*	·	·	i	?	·
O=C(CN1CCN(c2ccccc2)CC1)Nc1ccc(Oc2ccccc2)cc1	60*	36*	-0.37	-0.2	-0.28	0.61	2.0%	-4%	2.1	2.0	5.2	i	0	-1.6	1231	i	·	·

Three of the entries above in order of the AID2073 value, highest first.
mol | AID2073
COc1cc(/C=N/NC(=O)CCc2c(C)n[nH]c2C)ccc1O | 1%
O=C(CN1CCN(c2ccccc2)CC1)Nc1ccc(Oc2ccccc2)cc1 | -4%
CCC(C)CN1CCC(CO)(Cc2ccccc2Cl)CC1 (stereo not drawn) | -5%

More entries follow.
SMILES	WT yeast gro inh	WT yeast gro inh mutant strain	Dynein cargo inh	Dynein cargo inh cytoplasmic EGFP	Dynein cargo inh nuclear GR-EGFP	Dynein cargo inh cell count	HIV peptide binding	AID2073	MT stabilize HCS	MT stabilize HCS Hoechst-high %	MT stabilize HCS cytotoxicity %	Autophagy mod	Autophagy mod cell loss 18 h	b-catenin transl	b-catenin transl cell count 5 µM	Yfh1-depleted yeast	Ins promoter up	Ins promoter up cell count
Cc1ccc(N2CC(C(=O)Nc3cc(C)ccc3F)CC2=O)cc1 (stereo not drawn)	-2	-7	-0.027	0.19	0.3	-0.094	-1.9%	0%	2.8	2.2	3.0	i	5	-3.0	1091	i	1.5	1074
CCCOC(=O)CSc1nc(N)c(C#N)c(CC)c1C#N	0	6	-0.45	0.034	0.041	0.4	5.1%	37%	1.8	1.9	3.6	i	-3	0.3	1049	i	0.74	1905
CC(C)(C)NC(=O)Cn1cnc2cc([N+](=O)[O-])ccc2c1=O	-17	8	-0.66	0.2	-0.048	0.53	0.0%	34%	5.7	1.8	5.9	i	-1	5.8	988	i	0.37	1399
Cc1ccc(NC(=S)NC(CO)C(O)c2ccc([N+](=O)[O-])cc2)cc1 (stereo not drawn)	-5	8	0.59	-0.28	0.21	0.07	-1.2%	-6%	1.8	1.0	7.7	i	2	-0.7	1108	i	·	·
COc1ccc(CNc2nc(C)c([N+](=O)[O-])c(C)c2C#N)cc1	12	-8	-0.33	0.053	-0.15	-1.1	0.0%	12%	6.9	1.4	6.7	i	7	-1.2	1126	i	-0.11	1470
O=C(Nc1nc(-c2cccs2)cs1)C1=COCCO1	1	-4	-0.59	-0.27	-0.42	0.27	0.1%	4%	7.9	3.8	3.6	i	9	-0.4	1003	i	0.21	1471
COCCNC(=O)Cn1c(=O)n(CCCCCC(=O)NCc2ccc3c(c2)OCO3)c(=O)c2sccc21	-12	-2	0.41	-0.37	-0.36	0.55	-0.5%	-1%	1.2	2.5	6.3	i	-7	-0.1	894	i	-0.33	1598
CC1=CC2=NC(=O)CC(C)(C(=O)N(CC(=O)NC(C)(C)C)Cc3ccccc3)N2C=C1 (stereo not drawn)	-18	-10	-0.91	-0.31	-0.35	1.2	1.1%	9%	1.1	1.8	8.7	i	19	-1.9	1065	i	0.25	1476
CCN(CCNS(=O)(=O)c1ccc2[nH]c(=O)sc2c1)c1ccccc1	-4	2	0.23	-0.17	0.48	-0.34	-0.7%	-3%	1.1	1.0	6.2	·	·	-0.4	1137	i	0.76	2066
CNC1=C(N(C(C)=O)c2ccc(Br)cc2)C(=O)c2ccccc2C1=O	-5	-4	0.21	-0.22	-0.0025	-0.99	0.1%	0%	13	3.6	23	i	10	-3.0	471	?	?	·
N#Cc1c(NC(=O)CSc2ncnc3sccc23)oc(-c2ccco2)c1-c1ccco1	-1	21	-1.7	0.37	-0.74	2.4	-1.7%	41%	1.8	1.3	6.9	i	16	0.5	1132	i	1.4	1017
CCCCOC(=O)Nc1ccc(S(=O)(=O)Nc2nc(C)cc(C)n2)cc1	9	0	-0.17	-0.21	-0.15	0.33	-2.0%	2%	3.0	1.7	1.3	i	-4	-1.2	1067	i	1.3	1254
COc1ccc(Nc2nc(C)cc(C)c2C#N)cc1	-11	-4	-0.68	-0.19	-0.5	-2	-2.1%	8%	3.6	1.8	3.7	i	-2	·	·	i	0.1	1344
N/C(CCCN1CCCCC1)=N/O	1	-8	1.1	-0.29	0.5	-1.1	-1.1%	-1%	4.3	4.0	4.4	i	-6	-1.1	1165	i	0.42	794

High-throughput results from PubChem.
